Screening results: PubChem BioAssay, Broad Institute
S100A4 MyoIIA = S100A4-myosin IIA interaction inhibition; AID 652163; S100A4/TAMRA-MyoIIA peptide fluorescence polarization; inhibition, % at 10.7 µM; actives 0.14% (n = 360,000);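 active = mean inhibition of at least 70% across replicates, with every replicate also reaching that level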
Target sequence (P26447 whole entry, looked up): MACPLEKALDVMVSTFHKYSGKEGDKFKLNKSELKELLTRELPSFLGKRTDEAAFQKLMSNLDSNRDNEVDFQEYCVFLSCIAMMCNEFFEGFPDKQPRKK
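Material: S100A4 monomer (human). Medium: Calcium-containing HEPES buffer, pH 7.2. Probe or stimulus: labelled myosin peptide probe, 5 nM. Compound dosing: one concentration per compound. Timing: polarization read 5 min after assay mix addition, stable 5–60 min. Benchmarks: DMSO as neutral control, TFP as positive control.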
E-sel inducer = E-selectin induction on HUVECs; P16581; HUVEC E-selectin immunofluorescence imaging; normalized: neutral wells 0, TNF-alpha wells 100; activation, % at 7.58 µM; actives 0.37% (n = 260,000); AID 686992;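 active = mean E-selectin-positive cell signal at least 10% of the positive control, reached in at least 60% of replicates, without over 20% cell loss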;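 also: in these data hits start at about 27%; measured in HUVEC primary endothelial cells; signal is the percent of cells scored E-selectin positive by PE staining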
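Read-out basis: % PE-positive cells; Test system: HUVEC primary endothelial cells; Technique: immunofluorescence imaging; Dosing: single-point compound dose.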
XiGFP reactiv = activators of X-chromosome reactivation in mouse fibroblasts | XiGFP mouse fibroblasts, % GFP-positive cells imaging, 3 d; cells co-treated with 5-aza-dC sensitizer; scaled so ellipticine positive control = 100% | activation, % at 7.58 µM | actives 0.055% (n = 360,000) | AID 743238;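 active = mean normalized replicate activation at least 10% and every replicate at or above 10%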;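 also: 0% = median of on-plate neutral control wells and 100% = ellipticine 6 µM median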
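Material: XiGFP fibroblasts, SV40-immortalized; Buffer or medium: DMEM containing 5-aza-dC; Compound dosing: single point; Times: 3 days compound exposure.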
RAD54 branch = blocks human RAD54 Holliday junction branch migration; Q92698; FAM/BHQ fluorescence; inhibition, % at 10.4 µM; actives 0.14% (n = 360,000); AID 602329;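 active = mean normalized replicate activity at least 40 and at least half of replicates scoring 40 or more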;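 also: 0% = median of neutral control wells and 100% = median of positive control wells; inhibitors cause a drop in the FAM fluorescence signal; in these data hits start at about 50%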
Target sequence (Q92698 whole entry, looked up): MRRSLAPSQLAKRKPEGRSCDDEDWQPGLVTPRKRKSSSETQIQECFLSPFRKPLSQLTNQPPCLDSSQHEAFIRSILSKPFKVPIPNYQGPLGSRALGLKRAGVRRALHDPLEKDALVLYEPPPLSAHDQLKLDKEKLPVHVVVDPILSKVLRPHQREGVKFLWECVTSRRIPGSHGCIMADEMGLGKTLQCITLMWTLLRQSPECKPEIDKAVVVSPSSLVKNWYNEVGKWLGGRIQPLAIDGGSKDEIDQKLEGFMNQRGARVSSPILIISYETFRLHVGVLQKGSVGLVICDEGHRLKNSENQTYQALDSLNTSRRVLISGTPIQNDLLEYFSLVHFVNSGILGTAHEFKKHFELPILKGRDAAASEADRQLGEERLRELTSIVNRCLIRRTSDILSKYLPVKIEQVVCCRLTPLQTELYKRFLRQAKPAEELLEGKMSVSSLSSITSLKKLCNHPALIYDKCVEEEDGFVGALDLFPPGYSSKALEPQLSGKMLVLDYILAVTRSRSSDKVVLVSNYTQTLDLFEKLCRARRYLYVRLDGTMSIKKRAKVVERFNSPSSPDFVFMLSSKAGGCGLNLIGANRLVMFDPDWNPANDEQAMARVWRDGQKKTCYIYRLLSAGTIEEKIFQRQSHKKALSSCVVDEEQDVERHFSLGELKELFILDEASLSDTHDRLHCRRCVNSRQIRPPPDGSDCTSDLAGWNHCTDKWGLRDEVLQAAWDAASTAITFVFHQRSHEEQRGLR
RAD52 anneal inh = inhibitors of human RAD52 DNA annealing | inhibition, % at 18.7 µM | AID 651710 | recombinant RAD52 DNA annealing, FRET fluorescence | actives 0.46% (n = 360,000) | P43351;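 active = every replicate showing at least 50% inhibition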
ERAP1 HTS inh = inhibitors of human ERAP1 aminopeptidase | Q9NZ08 | recombinant ERAP1, Leu-AMC fluorescence, 60 min | inhibition, % at 10.7 µM | actives 0.15% (n = 340,000) | AID 652197;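 active = mean replicate inhibition of at least 30%, or all replicates individually reaching that 30% level; inactive = mean below 30% and not every replicate reaching it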;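 also: 0% = neutral control wells and 100% = L-leucinethiol positive control wells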
ERp5 inh = inhibitors of human ERp5 | actives 0.05% (n = 350,000) | inhibition, % at 9.99 µM | Q15084 | AID 651711 | ERp5 insulin aggregation, absorbance 650 nm, 90 min;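 active = mean replicate inhibition above about 25%, with every replicate also reaching it, limit read from the data, passing the limit was not always enough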
esBAF inh = SWI/SNF esBAF complex inhibition; mouse ES cells, Bmi1-luciferase knock-in reporter, 24 h; 100% = twice the neutral-well signal; reporter increase, % at 12.5 µM; actives 2% (n = 350,000); AID 602393; in the data active = activation above about 40%;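 also: 0% = median of the plate's neutral control wells and 100% = double that signal; a rise in the Bmi1 reporter signal indicates esBAF inhibition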
* = called active by the depositor; · = not tested or not shown.

1. OC[C@@H]1CN(Cc2ccc(F)cc2)C[C@H](n2cnc3c(N4CCN(c5ccccc5)CC4)ncnc32)O1
2. O=C(C[C@@H]1CC[C@@H]2[C@H](COC[C@@H](O)CN2C(=O)Nc2cc(Cl)cc(Cl)c2)O1)N1CCOCC1
3. CC(C)(C)n1nc(C2CC2)c(Br)c1NC(=O)c1ccc(Cl)cc1
4. COc1ccc(S(=O)(=O)N(C)C[C@H]2OCCCC[C@H](C)Oc3ccc(NC(=O)C4CCCCC4)cc3C(=O)N([C@H](C)CO)C[C@H]2C)cc1
5. Cc1noc(C)c1S(=O)(=O)N(C)C[C@@H]1Oc2c(NS(C)(=O)=O)cccc2C(=O)N([C@@H](C)CO)C[C@H]1C
6. O=C(CSc1ccccc1)NC1=NCCS1
assay / compound	1	2	3	4	5	6
S100A4 MyoIIA	0	6	8	1	-5	11
E-sel inducer	-0.1	0.3	-0.2	-0.1	-4.9	6.4
XiGFP reactiv	-0.4	0.2	-0.2	-0.1	0.3	0.1
RAD54 branch	4	8	·	5	·	·
RAD52 anneal inh	-140	-7	-23	-7	2	-14
ERAP1 HTS inh	-2	0	0	-1	2	·
ERp5 inh	4	-2	5	-3	7	-1
esBAF inh	-2	-2	·	1	·	·

7. O=C(CNC(=O)c1ccc(F)cc1)c1ccccc1
8. Cc1ccc(-c2cn(CCC(=O)O)c(-c3ccc(Cl)nc3)n2)cc1
9. CCOc1cc(/C=N/NC(=O)c2cc(C)n(-c3ccc(F)cc3)c2C)ccc1O
10. Cc1nnsc1C(=O)NCc1c(F)cccc1Cl
11. O=C(NC1CCCC1)N1CCCCN2[C@H](CO)[C@@H](c3ccc(/C=C/c4ccccc4)cc3)[C@@H]2C1
12. CCS(=O)(=O)Nc1cccc(C2=NN(S(=O)(=O)CC)C(c3cccs3)C2)c1 (centres undefined)
assay / compound	7	8	9	10	11	12
S100A4 MyoIIA	-3	-19	29	-3	68	-67
E-sel inducer	·	-0.1	-0.1	·	19	·
XiGFP reactiv	0.0	0.0	0.2	0.1	-0.1	0.1
RAD54 branch	-3	-3	1	-11	-4	10
RAD52 anneal inh	-8	-10	-2	-4	19	-24
ERAP1 HTS inh	-1	·	3	5	1	4
ERp5 inh	2	-3	0	4	-3	2
esBAF inh	-8	-6	-3	-1	1	-4

13. CC(C)CCN1CCN=C1Nc1ccccc1
14. C[C@@H]1CCCCO[C@H](CN(C)C(=O)Nc2ccc3c(c2)OCO3)[C@H](C)CN([C@@H](C)CO)C(=O)c2cc(NC(=O)c3ccncc3)ccc2O1
15. COc1ccc2c3c(n(C)c2c1)[C@@H](CO)N(Cc1cccc(F)c1)CC31CCN(C(=O)Cc2ccccc2)CC1
16. O=C(Nc1cccc2ccccc12)N1N=CCC1c1ccccc1 (centres undefined)
17. COc1ccc(NC(=S)N2CCC(NC(=O)c3ccc(F)cc3)CC2)cc1
18. COc1cccc(-c2ccc([C@H]3[C@H](CO)N4C(=O)CN(C(=O)C5CC5)C[C@@H]34)cc2)c1
assay / compound	13	14	15	16	17	18
S100A4 MyoIIA	-4	2	-4	-1	2	-7
E-sel inducer	-0.1	-0.2	0.0	15	·	0.2
XiGFP reactiv	0.2	0.0	0.0	0.2	0.3	0.0
RAD54 branch	0	-1	·	-7	16	·
RAD52 anneal inh	-7	16	-63	-15	-8	3
ERAP1 HTS inh	0	0	0	2	0	2
ERp5 inh	0	5	-4	1	-1	-8
esBAF inh	-10	16	·	·	1	·

19. C[C@@H]1CCCCO[C@@H](CN(C)C(=O)C2CCCCC2)[C@@H](C)CN([C@@H](C)CO)C(=O)c2cc(NC(=O)Nc3cccc4ccccc34)ccc2O1
20. CCOC(=O)[C@@H]1[C@H]2COc3ccc(Br)cc3[C@@H]2N2C(=O)N(c3cccc(F)c3)C(=O)[C@@]12C
21. CCCCNC(=O)NNC(=O)C1CC1(c1ccccc1)c1ccccc1 (centres undefined)
22. COC(=O)c1cc2c(s1)-c1ccc(OC)cc1CC2
23. CCOC(=O)c1c(C)[nH]c(C(=O)OCC(=O)NC(C)C)c1C
24. CCN(CC(=O)NCc1ccc(Cl)cc1)C(=O)CNS(=O)(=O)c1ccc(NC(C)=O)cc1
assay / compound	19	20	21	22	23	24
S100A4 MyoIIA	-18	-3	32	-20	-4	-5
E-sel inducer	-0.1	·	0.0	·	·	-0.2
XiGFP reactiv	-0.1	0.2	0.1	0.2	·	0.4
RAD54 branch	-8	9	-8	·	·	-14
RAD52 anneal inh	3	1	-6	0	-10	-10
ERAP1 HTS inh	-4	4	3	-3	2	-1
ERp5 inh	3	-3	2	10	-4	11
esBAF inh	1	-10	-7	·	·	1

25. CO[C@H](CN(C)C(=O)c1ccc2c(c1)OCO2)[C@@H](C)CN([C@@H](C)CO)S(=O)(=O)c1ccccc1
26. O=C(Oc1ccccc1)c1cccnc1Oc1ccccc1
27. CC(NCc1ccc(F)cc1)C(=O)NC1CCCCC1 (centres undefined)
28. CN(c1ccccc1)S(=O)(=O)c1ccc(NC(=S)NC(=O)C2CC2)cc1
29. Cc1cccc(Nc2c(-c3ccc(O)cc3)nc3ncccn23)c1
30. O=C(c1cnn(C(=O)c2ccccc2)c1)c1ccccc1O
assay / compound	25	26	27	28	29	30
S100A4 MyoIIA	-9	-1	-4	-6	7	·
E-sel inducer	0.1	·	·	-0.5	-0.1	1.4
XiGFP reactiv	0.1	0.3	0.0	-0.1	0.4	0.0
RAD54 branch	2	·	·	·	·	-13
RAD52 anneal inh	-11	-10	-11	-26	-20	·
ERAP1 HTS inh	1	0	-2	-8	-1	·
ERp5 inh	-2	0	-11	1	2	·
esBAF inh	8	·	·	·	·	8

31. CCCCN(C(=O)COC(=O)c1ccccc1)c1c(N)n(CCC)c(=O)[nH]c1=O
32. Cc1ccc(/C=C/c2nc3sc(C(=O)O)c(C)c3c(=O)[nH]2)cc1[N+](=O)[O-]
33. CC(CCl)n1c(=O)c2ccccc2n1C(=O)c1ccccc1 (centres undefined)
34. Nc1nc2nn(-c3ccccc3)nc2c(=O)[nH]1
35. CCCCc1c(O)nc(SCC(=O)N2CCOCC2)n(-c2ccc(OC)cc2)c1=O
36. COc1ccc(CCNS(=O)(=O)c2ccc3c(c2)NC(=O)CO3)cc1OC
assay / compound	31	32	33	34	35	36
S100A4 MyoIIA	0	-6	1	-1	-4	-2
E-sel inducer	0.0	2.9	-0.2	-0.1	2.0	0.3
XiGFP reactiv	0.0	0.1	0.0	0.0	0.2	0.2
RAD54 branch	7	-4	·	2	-7	-4
RAD52 anneal inh	-10	-13	-17	6	1	-9
ERAP1 HTS inh	2	-103	11	-2	3	0
ERp5 inh	-1	1	5	-3	-3	-3
esBAF inh	0	3	·	-22	-3	-2

37. CC(C)(C)NC(=S)N1CCC2CC1c1cc(-c3ccc4c(c3)OCO4)ccc12 (centres undefined)
38. Cc1nnc2n1N=C(c1ccc(OC(F)F)cc1)C(C)S2 (centres undefined)
39. Clc1ccc(OCCCN2CCCCC2)c(Br)c1
40. O=C(Nc1ccccc1)Nc1ccc2ncoc2c1
41. Cc1cc(C(F)(F)F)c2c(N)c(C(=O)NCc3ccc(Cl)cc3)sc2n1
42. Clc1ccc(-c2csc(NCC3CCCO3)n2)cc1 (centres undefined)
assay / compound	37	38	39	40	41	42
S100A4 MyoIIA	-5	5	-13	-3	4	-4
E-sel inducer	0.3	0.0	1.1	14	-0.2	-0.3
XiGFP reactiv	0.2	-0.1	-0.1	0.3	-0.1	-0.2
RAD54 branch	-1	6	5	·	·	·
RAD52 anneal inh	-7	1	4	-4	-164	-22
ERAP1 HTS inh	9	1	0	-2	-2	-1
ERp5 inh	3	-5	7	8	-1	-1
esBAF inh	2	-6	23*	·	·	·

43. CN(C)C(=O)C[C@@H]1CC[C@@H]2[C@@H](COc3ccc(NC(=O)c4ccc(F)c(F)c4)cc3C(=O)N2C)O1
44. C[C@@H]1CN([C@H](C)CO)C(=O)c2cc(NS(C)(=O)=O)ccc2O[C@@H](C)CCCCO[C@@H]1CN(C)S(=O)(=O)c1ccc(Cl)cc1
45. O=C(CCCN1C(=O)c2cccc3cccc(c23)C1=O)N1CCN(c2ccccc2)CC1
46. O=C(CN1CCN(c2ccc(F)cc2)CC1)Nc1ccccc1Br
47. C[C@H]1CN([C@@H](C)CO)C(=O)c2cc(NC(=O)CCC(F)(F)F)ccc2O[C@@H]1CN(C)S(C)(=O)=O
48. CCNC(=O)[C@H]1[C@H](CO)[C@H]2Cn3c(ccc(-c4ccccc4)c3=O)[C@H]2N1C(=O)C1CCCC1
assay / compound	43	44	45	46	47	48
S100A4 MyoIIA	1	15	6	-4	-6	3
E-sel inducer	0.0	0.0	·	0.1	1.8	-0.7
XiGFP reactiv	-0.1	0.2	-0.1	0.1	0.2	0.0
RAD54 branch	0	-6	·	-1	-17	15
RAD52 anneal inh	2	-21	-5	8	15	-10
ERAP1 HTS inh	-2	3	0	-1	-4	3
ERp5 inh	1	2	0	1	5	-2
esBAF inh	2	-1	·	8	2	-3

49. Cc1cccc(-n2nnc3c(=O)n(Cc4ccccn4)cnc32)c1
50. COCc1cc(CN2CCN(Cc3ccsc3)C(CCO)C2)ccc1OC (centres undefined)
51. CN(c1ccc([N+](=O)[O-])cc1/C=N/NC(=O)COc1ccccc1)C1CCCCC1
52. CCCCC(=O)NNC(=S)NC(=O)c1ccc([N+](=O)[O-])cc1
53. Cc1c(S(=O)(=O)N2CCN(C(c3ccccc3)c3ccccc3)CC2)c(=O)n(C)c(=O)n1C
54. CCC(C)NC(=O)CO/N=C/c1ccccc1OC(F)F (centres undefined)
55. C[C@@H]1CN([C@@H](C)CO)C(=O)c2cc(-c3cncnc3)cnc2O[C@H]1CN(C)Cc1cncnc1
assay / compound	49	50	51	52	53	54	55
S100A4 MyoIIA	6	-5	5	-8	-1	0	-4
E-sel inducer	1.2	2.3	-1.5	-0.1	·	2.2	8.3
XiGFP reactiv	0.0	0.0	-0.1	0.6	0.0	0.2	-0.1
RAD54 branch	·	·	8	·	-1	-5	-5
RAD52 anneal inh	-6	-7	0	-17	-5	-12	-6
ERAP1 HTS inh	-1	-1	2	3	1	-2	0
ERp5 inh	4	-3	8	-7	-5	1	-10
esBAF inh	·	·	·	·	0	·	1

6 of the compounds above, with bars between the fields:
No. | Compound | S100A4 MyoIIA | E-sel inducer | XiGFP reactiv | RAD54 branch | RAD52 anneal inh | ERAP1 HTS inh | ERp5 inh | esBAF inh
49 | Cc1cccc(-n2nnc3c(=O)n(Cc4ccccn4)cnc32)c1 | 6 | 1.2 | 0.0 | · | -6 | -1 | 4 | ·
50 | COCc1cc(CN2CCN(Cc3ccsc3)C(CCO)C2)ccc1OC (centres undefined) | -5 | 2.3 | 0.0 | · | -7 | -1 | -3 | ·
51 | CN(c1ccc([N+](=O)[O-])cc1/C=N/NC(=O)COc1ccccc1)C1CCCCC1 | 5 | -1.5 | -0.1 | 8 | 0 | 2 | 8 | ·
52 | CCCCC(=O)NNC(=S)NC(=O)c1ccc([N+](=O)[O-])cc1 | -8 | -0.1 | 0.6 | · | -17 | 3 | -7 | ·
53 | Cc1c(S(=O)(=O)N2CCN(C(c3ccccc3)c3ccccc3)CC2)c(=O)n(C)c(=O)n1C | -1 | · | 0.0 | -1 | -5 | 1 | -5 | 0
54 | CCC(C)NC(=O)CO/N=C/c1ccccc1OC(F)F (centres undefined) | 0 | 2.2 | 0.2 | -5 | -12 | -2 | 1 | ·

Random draw from the library; overall some 2.5% were active at least once.
